Tn6 DDE FP: disrupts Tn6 cyclic peptide binding to fibrin D-Dimer-E complex | P02675 | Fibrin DD(E) TRITC-Tn6 fluorescence polarization displacement | inhibition, % at 8.3 µM | 370,000 compounds, 0.21% hits | AID 720509;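 active = inhibition above a per-campaign cutoff: mean of compounds within control limits plus 3 SD, cut at about 15% in these data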;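 note: 0% = median of all compound wells on the plate and 100% = blocking peptide control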
ARFGAP1 inhibitor: inhibits rat ARF GTPase activating protein 1 | Q62848 | Arfgap1-stimulated ARF1 GTP hydrolysis, GDP FP detection | inhibition, % at 16.5 µM | 360,000 compounds, 0.26% hits | AID 651572;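 active = inhibition above a per-plate limit, mean inhibition of low control wells plus 3 SD, cut at about 25% in these data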;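 note: 0% = DMSO wells with enzyme and 100% = wells lacking Arfgap1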
Target sequence (Q62848 1-136 limits assumed): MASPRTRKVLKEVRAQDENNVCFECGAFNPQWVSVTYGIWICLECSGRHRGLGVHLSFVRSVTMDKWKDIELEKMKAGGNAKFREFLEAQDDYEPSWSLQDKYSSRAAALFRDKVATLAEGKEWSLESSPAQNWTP
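Material – truncated rat Arfgap1 GAP domain · Buffer or medium – HEPES-based buffer, pH 7.5 · Reagent – human ARF1(Δ1-17)-GTP substrate · Dosing – 16.5 µM single point, 1.26% DMSO · Schedule – GTP hydrolysis reaction 2 h at 25 °C · Technique – GDP detection by fluorescence polarization · Benchmarks – No-Arfgap1 wells (100%) versus DMSO full-reaction wells (0%) · Repeats – single replicate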
ADAM17 inh: inhibits human ADAM17 | P78536 | recombinant ADAM17, EDANS/DABCYL FRET peptide cleavage | inhibition, % at 6.95 µM | 370,000 compounds, 0.83% hits | AID 720648;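 active = inhibition above the mean of compounds lying between control limits plus 3 SD, set per campaign, cut at about 8.5% in these data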;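 note: 0% = DMSO-only wells as the low control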
DDE Tn7 FP inh: DD(E)-Tn7 binding inhibition, primary FP screen. P02675. FP displacement of FITC-Tn7 peptide from fibrin DD(E); 0% = median of compound wells per plate. inhibition, % at 8.3 µM. 370,000 compounds, 0.13% hits;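 active = inhibition above the mean of compounds falling within the control limits plus 3 SD of them, cut at about 14% in these data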;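 note: 0% = plate median of compound wells and 100% = 10 µM Aha-Tn7 peptide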
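Assay system: human fibrin DD(E) protein / Input: 2 µM fibrin DD(E) / Benchmarks: high control of 10 µM Aha-Tn7 peptide / Measured by: fluorescence polarization of the labelled Tn7 tracer / Medium: Tris buffer with calcium and detergent, pH 7.8 / Timing: 10 min compound pre-incubation, 3 h probe incubation at room temperature / Repeats: one replicate per compound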
PLC-beta3 inh: PLC-beta3 (human) inhibition, primary screen; Purified PLC-beta3, fluorogenic substrate, fluorescence; inhibition, % at 12.2 µM; 370,000 compounds, 0.18% hits; AID 720704; in the data active = inhibition above about 11%;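 note: 0% = median of compound wells on plate and 100% = full blocker control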
PLCg1 inh: inhibitors of human phospholipase C gamma1; P19174; purified PLC-gamma1, fluorogenic substrate, fluorescence; inhibition, % at 12.2 µM; 370,000 compounds, 0.84% hits; in the data active = inhibition above about 9.5%
ASAP1 GAP inh: inhibitors of human ASAP1 ArfGAP activity | Q9ULH1 | ASAP1-stimulated ARF1 GTP hydrolysis, GDP FP detection | inhibition, % at 16.5 µM | 360,000 compounds, 0.19% hits; in the data active = inhibition above about 25%;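 note: 0% = vehicle with enzyme and substrate and 100% = no enzyme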
KLK7 zymogen act: activates the human kallikrein-7 zymogen | activation, % at 7 µM | 370,000 compounds, 0.9% hits | P49862 | purified proKLK7, EDANS-DABCYL substrate fluorescence; 100% is mature enzyme control, 0% vehicle;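 active = activation above the mean of all tested compounds plus 3 SD, computed per campaign excluding outliers beyond control limits, cut at about 13% in these data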
UHRF1 binding: blocks human UHRF1 binding to methylated DNA | Q96T88 | 370,000 compounds, 0.75% hits | UHRF1 binding to methylated oligo, TR-FRET | inhibition, % at 4.4 µM; in the data active = inhibition above about 21%;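 note: UHRF1 SRA domain binding a hemimethylated CpG hairpin DNA probe; 0% = median of test compound wells and 100% = reference inhibitor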
Target sequence (Q96T88 whole entry, looked up, the tested form may be a part): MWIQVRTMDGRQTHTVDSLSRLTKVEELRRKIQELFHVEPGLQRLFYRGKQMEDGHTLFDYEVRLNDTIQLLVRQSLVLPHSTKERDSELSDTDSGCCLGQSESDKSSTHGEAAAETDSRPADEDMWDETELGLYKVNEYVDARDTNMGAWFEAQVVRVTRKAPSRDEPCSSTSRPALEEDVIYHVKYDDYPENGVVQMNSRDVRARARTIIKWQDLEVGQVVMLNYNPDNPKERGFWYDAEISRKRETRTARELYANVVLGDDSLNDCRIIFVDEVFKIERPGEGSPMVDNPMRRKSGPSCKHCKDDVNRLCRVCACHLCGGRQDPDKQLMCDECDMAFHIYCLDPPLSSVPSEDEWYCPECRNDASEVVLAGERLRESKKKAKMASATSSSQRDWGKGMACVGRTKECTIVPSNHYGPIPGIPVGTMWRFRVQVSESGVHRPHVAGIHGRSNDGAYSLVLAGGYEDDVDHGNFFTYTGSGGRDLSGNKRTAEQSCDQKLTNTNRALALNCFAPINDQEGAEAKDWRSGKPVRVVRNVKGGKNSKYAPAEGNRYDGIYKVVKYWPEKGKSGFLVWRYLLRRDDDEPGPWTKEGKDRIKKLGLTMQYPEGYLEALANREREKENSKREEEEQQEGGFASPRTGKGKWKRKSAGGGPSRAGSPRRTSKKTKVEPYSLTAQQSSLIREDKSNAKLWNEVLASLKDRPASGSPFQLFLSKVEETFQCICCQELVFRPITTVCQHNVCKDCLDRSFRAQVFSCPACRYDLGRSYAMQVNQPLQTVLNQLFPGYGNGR
MBD2 DNA inh: MBD2-methylated oligo binding inhibition; Q9UBB5; inhibition, % at 4.4 µM; 370,000 compounds, 0.31% hits; TR-FRET, MBD2 binding to methylated oligonucleotide; in the data active = inhibition above about 13%
* hit, by the source's call; i = inactive.

Compound	PLC-beta3 inh	MBD2 DNA inh	ARFGAP1 inhibitor	ADAM17 inh	PLCg1 inh	ASAP1 GAP inh	Tn6 DDE FP	KLK7 zymogen act	DDE Tn7 FP inh	UHRF1 binding
CCOC(=O)[C@@H]1[C@H]2COc3cc(OC)ccc3[C@H]2N2C(=O)N(c3ccccc3)C(=O)[C@]12C	0.9	3.4	1.6	3.0	1.4	3.7	3.3	-0.2	5.6	8.1
O/N=C(/c1ccccc1)c1cc2cc(Br)cc(Br)c2o1	1.5	-1.8	17.8	8.6	11.8*	20.8	-5.3	0.1	-3.1	3.6
Cc1ccc(OCC(O)CN2CC3(C)CC2CC(C)(C)C3)cc1 (stereo not given)	0.4	4.0	12.7	-4.4	1.6	13.3	2.0	-0.6	-1.1	4.2
Cc1ccccc1CN(C)CC(=O)Nc1cccc(S(=O)(=O)N(C)c2ccccc2)c1	-9.6	4.6	-6.6	4.4	-1.2	4.1	-11.8	0.4	2.2	3.4
CCCc1ccc(C(O)c2ncc(-c3cccc(F)c3)[nH]2)cc1 (stereo not given)	-2.0	-3.9	12.7	1.1	-1.9	8.1	-0.7	0.7	5.5	-1.4
CC1(C(=O)NS(=O)(=O)C2CC2)CCCN(C(=O)c2cccnc2Oc2ccccc2)C1 (stereo not given)	5.2	-1.5	2.2	-1.9	-0.7	-2.4	-1.1	0.5	-0.4	0.9
Cc1[nH]c(=O)[nH]c(=O)c1CSc1nnc([C@H](CC(C)C)NC(=O)OC(C)(C)C)o1	-1.6	1.1	-8.2	-4.7	-0.7	-3.5	-3.9	-0.1	-1.2	-1.4
Cc1cccc(N(C(=O)Cn2nnc3ccccc32)C(C(=O)NCc2ccco2)c2ccncc2)c1 (stereo not given)	-1.5	0.3	6.3	-3.0	-0.8	11.8	-1.0	0.2	2.3	-3.0
COc1ccc(CCN(C)S(=O)(=O)c2cn(C)c(=O)n(C)c2=O)cc1OC	-0.8	-1.8	6.9	-2.5	-1.5	7.4	0.1	-0.8	9.6	-1.2
Cc1ccc(CN(Cc2ccco2)C(=S)NCC(=O)O)cc1	1.4	6.4	11.1	-6.3	6.3	9.5	-1.0	-0.8	-1.5	22.2*
O=S(=O)(c1ccc(Cl)nc1)N1CCCc2ccccc21	0.5	5.5	7.0	-1.7	3.8	-2.4	1.3	-0.2	2.6	0.3
COc1ccc(S(=O)(=O)N2CCCC2C(=O)NCC(=O)Nc2cccc(Cl)c2C)cc1 (stereo not given)	-1.4	-0.3	4.5	2.8	3.1	5.0	-2.9	0.4	-2.2	-0.9
CCN1CCN(C(c2cccnc2)c2cc(Cl)c3cccnc3c2O)CC1 (stereo not given)	-20.4	-3.3	10.3	6.3	-16.7	3.4	3.6	0.0	6.3	-7.4
O=C(Cn1nnc(-c2ccccc2)n1)Nc1ccc2c(c1)OCO2	-3.2	0.3	12.5	-0.8	-0.7	-2.6	2.0	-0.4	6.4	-0.6
CC(=O)NCC(=O)NC(C(=O)Nc1ccc2c(c1)OCCO2)c1ccc(C)cc1 (stereo not given)	-2.1	4.0	14.9	-5.5	-4.1	5.9	-2.5	0.5	0.9	0.3
CN(C)CCCN(C(=O)COc1ccccc1)c1nc2cc3c(cc2s1)OCCO3	-2.3	-5.4	11.7	0.2	3.0	-16.0	-3.2	0.5	3.1	0.1
O=C(NCCNC(=O)C(F)(F)F)c1ccncc1	3.3	-0.8	15.2	-2.8	3.2	10.5	5.0	0.1	-4.2	-2.2
COc1ccc(COC(=O)C2CCN(S(=O)(=O)c3ccc(F)cc3)CC2)cc1	0.4	4.3	-0.2	2.7	7.5	1.1	0.2	0.1	0.6	0.5
O=C(NNC(=O)c1cc(C(F)(F)F)cc(C(F)(F)F)c1)c1ccc(Cl)cc1	-6.2	1.6	2.4	-0.3	-0.1	12.5	-1.5	0.1	2.4	-0.5
Cc1ccc(S(=O)(=O)N2CCc3c2cc([N+](=O)[O-])cc3[N+](=O)[O-])cc1	-8.0	-3.6	4.3	0.6	4.2	9.5	-1.7	-0.1	-0.5	-2.6
CC(=O)Nc1ccc(S(=O)(=O)Nc2nc3ccccc3nc2N2CCOCC2)cc1	-9.9	2.6	11.0	-5.2	-9.1	-10.4	10.9	0.0	-0.3	-3.0
O=C(CN1C(=O)CCC1=O)NCC12CC3CC(CC(C3)C1)C2	7.8	-2.7	-0.4	4.4	4.7	2.3	-1.5	0.4	-5.2	4.9
CCOC(=O)C1NN=C(C(=O)c2ccccc2)C1c1ccccc1 (stereo not given)	0.7	-5.3	19.7	-2.6	0.9	10.7	1.5	0.4	4.6	2.6
Cc1ccc(NCC(=O)N/N=C/c2cc(O)ccc2[N+](=O)[O-])cc1	1.4	6.3	-12.0	-7.7	6.9	-4.3	-7.5	-0.6	3.9	2.5
C=Cn1cc(CNC[C@H]2O[C@@H](n3cnc4c(=O)[nH]c(N)nc43)[C@H](O)[C@@H]2O)c(C)n1	-0.3	2.1	5.8	-2.6	0.8	1.2	-2.8	-0.3	-5.3	-1.0
O=C(Sc1cccc2cccnc12)c1ccccc1Br	-14.9	-14.1	14.1	1.7	-9.7	-5.1	-0.8	-0.1	-3.5	-21.3
COc1cccc(CNC(=O)COC(=O)CN(C)S(=O)(=O)c2ccc(NC(C)=O)cc2)c1	-4.0	-3.2	-0.1	-0.3	-0.5	3.4	2.1	-0.1	-6.7	-2.6
COc1ccc(C(=O)NC2CC2)cc1OC1CCN(Cc2ccccc2)CC1	4.3	-6.8	-8.0	0.2	4.2	0.7	8.6	-0.1	-8.7	-4.8
Cc1cc(C(=O)Cn2c(CO)nc3ccccc32)c(C)n1C	-7.1	-2.3	2.4	-2.9	-0.6	7.8	-2.3	-0.5	0.7	-2.6
CCN1CCN(c2ccc(NC(=O)c3ccc(OC)c(S(=O)(=O)N4CCCC4)c3)cc2)CC1	0.4	3.7	6.2	0.0	0.6	7.6	-3.8	-0.3	-4.9	-0.3
CCOC(=O)N1CCN(C(=O)COC(=O)CN(C)S(=O)(=O)c2ccc(NC(C)=O)cc2)CC1	-7.1	1.6	12.2	-2.9	1.0	-13.3	-1.1	0.5	-5.5	-1.2
O=C(Cn1ccccc1=O)NCc1ccc(F)cc1	-1.3	-3.6	3.8	1.3	-0.7	0.0	-2.1	-0.1	-5.7	0.9
COc1ccccc1-n1c(SCC(=O)NCC2CCCO2)nc2c([nH]c3ccccc32)c1=O (stereo not given)	-6.3	-0.6	-3.3	-6.5	-0.4	1.6	1.1	0.5	5.8	-1.9
Cc1ccccc1NC(=O)C(C)c1cccc(C(=O)c2ccccc2)c1 (stereo not given)	-1.2	-6.1	-0.6	-1.8	-4.3	9.9	-0.9	-0.4	-0.3	-0.5
Cc1ccc(NC(=O)c2cc(C)nn2-c2ccccc2)cc1	3.6	3.4	-5.8	1.7	4.2	4.4	7.6	-0.1	-2.4	0.1
COc1ccc(CNC(=O)c2cc(S(=O)(=O)N3CCCCC3)ccc2N2CCOCC2)cc1OC	-3.4	0.9	-10.6	-4.6	-0.2	3.0	3.2	0.9	5.1	29.9*
COCCNc1ncnc2c1cnn2Cc1ccc(Cl)cc1	-0.1	0.8	9.6	-2.4	-0.3	-10.2	-4.6	0.3	10.0	-2.8
Cc1ccc2nc(C(=O)N3CCCC(Nc4ccc(F)cc4)C3)cn2c1 (stereo not given)	-2.4	1.4	9.6	3.3	0.0	1.9	1.4	-0.1	-5.2	-1.0
CC1CCCCN1Cc1c(O)ccc2c(=O)c(-c3ccc(Br)cc3)coc12 (stereo not given)	i	4.5	-1.0	-282.8	i	0.7	-13.8	11.1	2.2	-1.4
CN(CCNC(=O)C1CCN(S(=O)(=O)N2CCOCC2)CC1)CCc1ccccc1	0.5	3.2	7.1	-1.0	2.4	-3.3	5.6	0.3	3.5	-2.9
Cc1ccccc1CC(=O)Nc1ccc(S(=O)(=O)N2CCOCC2)cc1	-8.3	-4.3	1.4	0.3	-1.0	1.4	4.5	0.7	2.9	-0.7
CSc1ccc(CN(C)C(C)C(=O)NCc2ccccc2)cc1 (stereo not given)	-4.0	6.1	8.0	-3.8	1.6	10.1	5.2	0.4	2.0	0.8
CCn1c(CNC(=O)c2ccccc2F)nnc1SCCOc1ccccc1	-9.8	-3.9	3.4	-4.6	0.5	8.1	-1.9	0.2	0.2	-2.6
O=C(Nc1nc2cc3c(cc2s1)OCO3)C1=COCCO1	-61.9	2.9	2.3	-2.7	-43.7	5.2	1.8	0.5	0.6	0.2
COc1cccc(OC)c1C(=O)Nc1ccc(S(=O)(=O)Nc2cc(C)nc(C)n2)cc1	1.1	-0.8	10.7	-6.7	-2.6	-3.1	0.9	0.3	6.2	-1.3
O=C(NNC(=O)c1ccccc1O)c1cccc(Br)c1	-4.8	0.0	2.8	-7.0	0.0	1.8	0.9	-0.4	-4.4	1.0

Exported with each value named: two of the compounds above.
Cc1ccccc1CC(=O)Nc1ccc(S(=O)(=O)N2CCOCC2)cc1
- PLC-beta3 inh: -8.3
- MBD2 DNA inh: -4.3
- ARFGAP1 inhibitor: 1.4
- ADAM17 inh: 0.3
- PLCg1 inh: -1.0
- ASAP1 GAP inh: 1.4
- Tn6 DDE FP: 4.5
- KLK7 zymogen act: 0.7
- DDE Tn7 FP inh: 2.9
- UHRF1 binding: -0.7
CSc1ccc(CN(C)C(C)C(=O)NCc2ccccc2)cc1 (stereo not given)
- PLC-beta3 inh: -4.0
- MBD2 DNA inh: 6.1
- ARFGAP1 inhibitor: 8.0
- ADAM17 inh: -3.8
- PLCg1 inh: 1.6
- ASAP1 GAP inh: 10.1
- Tn6 DDE FP: 5.2
- KLK7 zymogen act: 0.4
- DDE Tn7 FP inh: 2.0
- UHRF1 binding: 0.8

Screening results from PubChem.
